JMJD2A Tudor: inhibitors of human JMJD2A Tudor domain | AlphaScreen JMJD2A-Tudor / H3K4me3 peptide binding | 390,000 compounds, 4.4% hits | AID 504339 | O75164 | Potency, µM (series often up to 114 µM), inactives show at the highest dose activity change, negative = inhibition, usual class: inhibitors; also: % is scaled to controls: 0 for no effect and ±100 for the full control effect; nearly all actives have a fitted effect of over 50% in size
HP1b binding inh: inhibitors of HP1-beta chromodomain binding to methylated histone tails | P83916 | Potency, µM (titrated, usually from 114 µM), inactives show top-dose activity change, negative = inhibition, hits mostly inhibitors | AlphaScreen HP1-beta / biotin-H3K9me3 peptide binding | 390,000 compounds, 0.56% hits; also: nearly all actives have a fitted effect of over 70% in size; inactives centre near 23
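HP1-beta protein (50 nM final) preincubated 30 min at room temperature with biotinylated H3(1-18)K9me3 peptide (50 nM) in PBS pH 7.4, 0.01% Tween-20, then compound added for 30 min. AlphaScreen streptavidin donor/nickel chelate acceptor beads (10 ug/mL final), 30 min dark, luminescence read.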
BAZ2B block: blocks human BAZ2B; AlphaScreen BAZ2B-H3K14Ac peptide displacement; AID 504333; Potency, µM (titrated, usually from 114 µM), without a hit: at the highest dose activity change, negative = inhibition, actives largely listed as inhibitors; Q9UIF8; 360,000 compounds, 4.4% hits; also: % is scaled to controls: 0 for no effect and ±100 for the full control effect; nearly all actives have a fitted effect of over 60% in size
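Multi-concentration screen (max 110 uM) measuring displacement of acetylated histone H3 peptide from BAZ2B by AlphaScreen, using 50 nM protein, 50 nM peptide and 10 ug/mL streptavidin donor plus Ni-chelate acceptor beads.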
POLI inh: DNA polymerase iota (human) inhibition | Pol iota fluorescent replication assay, 10 min | Potency, µM (titrated, usually from 115 µM), for inactives: top-dose activity, negative = inhibition, most hits filed as inhibitors | 390,000 compounds, 1% hits | AID 588590
Target sequence (Q9UNA4 whole entry, looked up): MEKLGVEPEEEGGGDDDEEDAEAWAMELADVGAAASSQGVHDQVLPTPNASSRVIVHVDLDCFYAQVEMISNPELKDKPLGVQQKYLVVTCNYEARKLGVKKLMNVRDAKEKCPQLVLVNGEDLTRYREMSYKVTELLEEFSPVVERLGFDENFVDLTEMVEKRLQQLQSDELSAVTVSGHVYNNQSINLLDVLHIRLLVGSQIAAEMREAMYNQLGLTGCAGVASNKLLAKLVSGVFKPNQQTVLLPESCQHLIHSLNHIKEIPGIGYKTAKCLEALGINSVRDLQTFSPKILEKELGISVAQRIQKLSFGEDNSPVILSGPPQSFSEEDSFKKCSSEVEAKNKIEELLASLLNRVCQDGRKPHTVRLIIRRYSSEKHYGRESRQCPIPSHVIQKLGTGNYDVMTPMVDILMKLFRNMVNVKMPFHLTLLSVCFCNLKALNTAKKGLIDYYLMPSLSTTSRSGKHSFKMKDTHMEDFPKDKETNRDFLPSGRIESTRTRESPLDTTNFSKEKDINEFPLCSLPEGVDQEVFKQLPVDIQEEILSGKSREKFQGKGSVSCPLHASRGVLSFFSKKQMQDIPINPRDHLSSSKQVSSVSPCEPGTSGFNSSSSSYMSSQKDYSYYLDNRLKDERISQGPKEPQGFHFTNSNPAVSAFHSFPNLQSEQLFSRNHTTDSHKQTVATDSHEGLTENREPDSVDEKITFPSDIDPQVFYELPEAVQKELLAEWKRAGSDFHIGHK
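Fluorescent replication assay read twice, at 0 min and 10 min after adding 50 nM (final) substrate. Enzyme (10 nM) and compounds were first incubated 15 min at room temperature; enzyme-free buffer wells were negative controls.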
PGK inhibitor: inhibitors of T. brucei phosphoglycerate kinase; P07378; PGK/GAPDH coupled, Kinase-Glo luminescence, 60 min; Potency, µM (titrated, usually from 57.5 µM), for the others: at the highest dose activity change, negative = inhibition, most hits filed as inhibitors; 380,000 compounds, 0.043% hits; also: % is scaled to controls: 0 for no effect and ±100 for the full control effect; nearly all actives have a fitted effect of over 60% in size
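Recombinant glycosomal PGK reaction used 1,3-bisphosphoglycerate generated in-well by GAPDH (100nM final) in 100mM TEA pH 7.6, 5mM MgCl2, 0.01% Tween-20. After 60 minutes at room temperature, ATP was read by Kinase-Glo Plus luminescence end-point.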
GLS inhibitor: blocks human kidney-isoform glutaminase activity; O94925; GLS enzymatic activity, qHTS titration; 410,000 compounds, 0.21% hits; Potency, µM (top dose mostly 45.5 µM), for inactives: at the highest dose activity change, negative = inhibition, usual class: inhibitors; also: % is scaled to controls: 0 for no effect and ±100 for the full control effect
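Read-out is an Amplex red fluorescence increase coupled through glutamate oxidase and HRP, measured before and after 30 min room-temperature incubation. hKGA is in 45 mM KH2PO4 (pH 8.2) with 0.02% Tween-20; glutamine added as 1mM solution.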
G9a block: G9a (human) methyltransferase inhibition; G9a H3K9 monomethylation, AlphaScreen, 2 h; AID 504332; Potency, µM (series often up to 102 µM), without a hit: at the top dose activity, negative = inhibition, usual class: inhibitors; 350,000 compounds, 8.8% hits; Q96KQ7; also: % is scaled to controls: 0 for no effect and ±100 for the full control effect; nearly all actives have a fitted effect of over 75% in size
Target sequence (Q96KQ7 913-1193 limits assumed): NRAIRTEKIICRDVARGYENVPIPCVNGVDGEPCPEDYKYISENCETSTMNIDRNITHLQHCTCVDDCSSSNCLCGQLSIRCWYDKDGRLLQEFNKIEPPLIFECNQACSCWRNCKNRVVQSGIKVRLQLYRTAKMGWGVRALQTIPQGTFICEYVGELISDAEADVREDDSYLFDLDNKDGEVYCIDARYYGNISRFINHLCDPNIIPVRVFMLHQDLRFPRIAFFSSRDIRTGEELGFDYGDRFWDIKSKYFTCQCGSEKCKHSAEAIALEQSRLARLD
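Signal arises when biotinylated H3K9 peptide, once monomethylated, bridges streptavidin donor and antibody-captured acceptor beads. Enzyme at 20 nM was preincubated 15 min with test compounds; peptide 500 nM and SAM 20 uM then reacted for 2 h.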
Pin1 inhibitor: inhibitors of human Pin1. Q13526. Pin1 FP peptide displacement, HiFluor488, 10 min. 390,000 compounds, 0.009% hits. Potency, µM (doses to about 115 µM), inactives show at the highest dose activity, negative = inhibition, actives largely listed as inhibitors. AID 504891; active = well fitted inhibition curve with a large enough effect in the polarisation, with a control signal flat, not every such curve was filed as active; inconclusive = small, poorly fitted or top-dose-only effect, or effect the other way, or a change in a side signal; inactive = no such curve, though single readings can be large or run the other way; the % refers to the polarisation; also: % is scaled to controls: 0 for no effect and ±100 for the full control effect
BLM helicase inh: inhibitors of human Bloom syndrome helicase BLM; P54132; recombinant BLM DNA unwinding, fluorescence dequenching; 350,000 compounds, 0.2% hits; Potency, µM (titrated, usually from 56.1 µM), for the others: at the highest dose activity change, negative = inhibition, actives largely listed as inhibitors;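 also: plate controls were vehicle for no effect and no enzyme for full effect; nearly all actives have a fitted effect of over 35% in size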
The depositor's hits bear a star; i = inactive; ? = inconclusive; . = not tested or not shown; & = joins results of further samples; ! = repeats disagree; [ ] = remark or other dose. Unless noted, calls follow the shape of the dose curve; as a rule, active = well fitted curve in the direction sought with a large enough effect; inconclusive = small, poorly fitted or top-dose-only effect, or another doubt; inactive = no such curve, though single readings can be large; an effect the other way counts as inactive or inconclusive. Potency is read from the fitted curve at half-maximal effect. The list is partial; the hit share may differ from the screen's.

SMILES	JMJD2A Tudor	HP1b binding inh	BAZ2B block	POLI inh	PGK inhibitor	GLS inhibitor	G9a block	Pin1 inhibitor	BLM helicase inh
O=c1c2ccccc2nc(/C=C/c2ccc(O)cc2)n1-c1ccccc1O	-11%	29%	0%	-23%	-11%	-1%	-5%	25%	-6%
O=C1C2CCN(CC2)C1Cc1ccc(OCCOc2ccccc2)cc1 (stereo not drawn)	-3%	50%[activator]	-5%	10%	-5%	-3%	28%[12.7 µM]	0%	-4%
CN1CCC2(O)OCCCC2C1 (stereo not drawn)	-11%	50%[activator]	-2%	28%	1%	12%	29%	-4%	-1%
Cc1ccc(Oc2cc(NN3CCCCC3)c([N+](=O)[O-])cc2[N+](=O)[O-])c([N+](=O)[O-])c1	?	-17%	?	11%	3%	1%	?	2%	-3%
COc1ccccc1OC(=O)c1ccc(C)c(S(=O)(=O)N2CCOCC2)c1	-4%	103%[activator]	-20%	-8%	-4%	2%	13%	-12%	-4%
CCNc1nc(Cl)nc(NC(C)C)n1	1%	25%	14%	161%[activator]	-1%	-15%	-7%[59 µM]	-10%	-14%&-2%
CC(=O)O[C@@H]1/C=C/[C@](C)(O)C[C@@H](C)C/C=C/[C@H]2[C@@H]3O[C@]3(C)[C@@H](C)[C@H]3[C@H](Cc4ccccc4)NC(=O)[C@@]312	-12%	23%	.	20%	9%	-1%	.	-5%	.
COC(=O)C1=C(c2ccc(-c3ccccc3)c(F)c2)C[C@@H]2CC[C@H]1N2C(=O)N1CCC(C)CC1	-23%	19%	-1%	12%	-1%	-6%	6%[0.501 µM]	-2%	.
CCc1nc(CNC(=O)c2cc(OC)c(OC)c(OC)c2)no1	-17%[11.4 µM]	8%	9%	17%	-9%	-16%	?	0%	0%
COC(=O)c1ccccc1OC(=O)c1ccc(Br)o1	-9%	50%[activator]	12%	-6%	-2%	0%	1%[12.7 µM]	-7%	-9%
CN(C)c1ccc([P+](=O)c2ccc(N(C)C)cc2)cc1	-17%	6%	-28%	25%	-1%	35%[activator]	-3%	?	-3%
S=c1[nH]c2ccccc2[nH]1	?	-5%	-12%	154%[activator]	-7%	-6%	13µM*	1%	0%
C=CCn1c(=O)c(C(=O)NCc2ccccc2)c(O)c2ccccc21	137%[activator]	172%[activator]	57%[activator]	-79%	-2%	1%	0%[0.501 µM]	0%	-4%
O=C(C1CC(=O)N(C2CCCC2)C1)N1CCC2(CC1)OCCO2 (stereo not drawn)	-4%	23%	?	?	0%	-22%	?	-2%	-4%
COc1ccc(CN2C(=O)NC(=O)/C(=C/c3ccc(OC)c(OC)c3OC)C2=O)cc1	9%	16%	-16%	34%[activator]	5%	0%	.	20%	-1%

Full records as entered above:
Record of `Cc1ccc(Oc2cc(NN3CCCCC3)c([N+](=O)[O-])cc2[N+](=O)[O-])c([N+](=O)[O-])c1` = JMJD2A Tudor: ?; HP1b binding inh: -17%; BAZ2B block: ?; POLI inh: 11%; PGK inhibitor: 3%; GLS inhibitor: 1%; G9a block: ?; Pin1 inhibitor: 2%; BLM helicase inh: -3%
Record of `COc1ccccc1OC(=O)c1ccc(C)c(S(=O)(=O)N2CCOCC2)c1` = JMJD2A Tudor: -4%; HP1b binding inh: 103%[activator]; BAZ2B block: -20%; POLI inh: -8%; PGK inhibitor: -4%; GLS inhibitor: 2%; G9a block: 13%; Pin1 inhibitor: -12%; BLM helicase inh: -4%

Continued:
SMILES	JMJD2A Tudor	HP1b binding inh	BAZ2B block	POLI inh	PGK inhibitor	GLS inhibitor	G9a block	Pin1 inhibitor	BLM helicase inh
C=C1C(=O)OC2C1CCC(C)C1(O)C=CC(=O)C21C (stereo not drawn)	1%	43%[activator]	.	5%	-1%	1%	.	-2%	.
O=C(NC1(C(F)(F)F)Oc2ccccc2O1)N1CCC2(CC1)OCCO2	45µM*	?	-5%	?	-3%	?	1.8µM*	?	-6%
OC(c1ccccc1)(c1ccccc1)C1CCNCC1	-6%	10%	?	-20%	-4%	2%	-15%[59 µM]	-3%	0%
CC(C)C(=O)c1cn(Cc2ccc(C#N)cc2)c2ccccc12	-1%	63%	4%	?	-5%	-7%	4%[59 µM]	-1%	2%
CCOc1ccc(C(C)=O)cc1Cn1ccsc1=N	-6%	8%	-23%	101%[activator]	8%	21%	-16%	0%	-1%
COc1ccc2c(c1)CC1(CN2C)C(=O)NC(=O)N(c2ccc(C)cc2)C1=O (stereo not drawn)	-8%	49%[activator]	?	23%	2%	16%	?	-14%	-4%
C/C(=N\NP(=S)(c1ccccc1)c1ccccc1)c1ccc(O)cc1O	-14%	-10%	-20%	40%[activator]	i	?	-38%[12.7 µM]	-13%	-10%
Fc1ccc2c(c1)nnn2C1CCN(Cc2c(Cl)cccc2Cl)CC1	-11%	25%	10%	10%	-1%	3%	-4%[59 µM]	6%	0%
Cc1cc(O)c(CN2CC=C(c3ccccc3)CC2)cc1C(C)C	-5%	31%	-5%	-24%	4%	6%	23%	7%	-6%
Cc1cc(OCC(=O)N2CCC(C(=O)O)CC2)c2c3c(c(=O)oc2c1)CCCC3	-22%	9%	-20%	?	-10%	5%	12%[12.7 µM]	-5%	0%
Cc1cc(N(CCCl)CCCl)ccc1C=Cc1ccncn1	30%	117%[activator]	.	40%[activator]	-3%	0%	.	?	.
O=C1NC(=O)C(=Cc2ccccc2[N+](=O)[O-])C(=O)N1	-4%	8%	.	-1%	i	-4%	.	-10%	.
O=C(Cc1ccc([N+](=O)[O-])cc1)N1CCN(Cc2ccc3c(c2)OCO3)CC1	-15%	-3%	-19%	61%[activator]	-6%	12%	?	1%	0%
CN1CC(Br)C(=O)NC1=O (stereo not drawn)	?	21%	.	66%[activator]	14%	-10%	.	2%	.
CCOc1ccc(-n2c(-c3ccoc3)nc3ccccc3c2=O)cc1	-7%	-1%	-18%	39%[activator]	-7%	-11%	?	-10%	0%
CCCCOc1ccc(Cn2c(=O)oc3ccccc32)cc1	-5%&-13%	84%&28%[activator]	-8%&9%	4%&12%	-7%&-2%	5%&-9%	16%	-15%&-1%	-7%&-1%
O=C(c1ccccc1F)c1cn(Cc2ccc(F)cc2)c2ccccc12	11%	83%	11%	?	-7%	1%	-2%[59 µM]	?	-1%
Cc1cccc(N2C(=O)NC(=O)/C(=C/c3cc4c(cc3[N+](=O)[O-])OCO4)C2=O)c1	79µM*	?	-28%	?	3%	-41%	8.9µM*	.	0%
CC1CCC2C(C)C(=O)OC3OC4(C)CCC1C32OO4 (stereo not drawn)	4%	40%[activator]	-1%	39%[activator]	-8%	8%	16%[2.33 µM]	2%	-1%&-15%
CC[N+](CC)(CC)CCOc1cccc(OCC[N+](CC)(CC)CC)c1OCC[N+](CC)(CC)CC	22µM*	25%	-38%	2%	-2%	?	5.3µM*!	-13%	73%[activator]
COc1ccccc1N1C(=O)CC(=O)NC1=O	-14%	0%[57 µM]	50µM*	-3%	-4%	-9%	-4%	3%	0%
CCC(=O)Nc1ccc(C(=O)OCc2ccccc2Cl)cc1	7%	61%[activator]	3%	1%	-1%	-4%	24%[59 µM]	0%	-8%
Cc1c(CCC(=O)N2CCCCC2)c(=O)oc2cc3occ(C(C)(C)C)c3cc12	?	17%	-4%	7%	1%	9%	-32%[59 µM]	-1%	-2%
N#Cc1c(/N=C/c2c(O)n(Cc3ccco3)c(=O)[nH]c2=O)sc2c1CCCC2	79µM*	-23%	?	10µM*	.	-1%	-16%[0.0925 µM]	?	1%
CCOC(=O)c1ccccc1C(=O)OCC	-6%	55%[activator]	.	15%	9%	-4%&-3%	18%[59 µM]	?	3%
COCCNC(=O)N1[C@H]2CC[C@@H]1C(C(=O)OC)=C(c1cccc(C#N)c1)C2	-13%	36%	3%	25%	-6%	2%	-11%[2.33 µM]	0%	.
CCCC[N+]12CCC(CC1)C(C(=O)c1cccs1)C2 (stereo not drawn)	?	-1%	?	11%	2%	8%	?	-1%	0%
O=C1NC(=O)N(c2ccccc2)C(=O)/C1=C\C=C\c1ccccc1	-8%	?	-5%	?	-1%	?	.	10%	-11%
N[C@@H](Cc1c[nH]c2ccccc12)c1nnc(SCc2ccccc2)o1	-30%	2%	?	25%	-3%	16%	.	5%	-2%
C=CCn1c(O)c(C=Nc2ccc(N(CC)CC)cc2)c(=O)[nH]c1=O	-14%	9%	7%	-3%	3%	0%	?	?	-3%
O=C1/C(=C/c2cccnc2)N2CCC1CC2	3%	35%	-8%	-7%	-5%	-16%	?	-4%	0%
COc1ccc(CN2CCCC(C(=O)c3sccc3C)C2)cc1O (stereo not drawn)	-20%	29%	-39%	6%	i	22%	-21%	0%	5%
O=C(CNC(=O)c1ccccc1Cl)Nc1ccc(Br)cc1C(=O)c1ccccc1	-31%	5%	-3%	12%	i	2%	-42%	6%	1%

Compounds above with a Cl atom, in the order listed:
SMILES	JMJD2A Tudor	HP1b binding inh	BAZ2B block	POLI inh	PGK inhibitor	GLS inhibitor	G9a block	Pin1 inhibitor	BLM helicase inh
CCNc1nc(Cl)nc(NC(C)C)n1	1%	25%	14%	161%[activator]	-1%	-15%	-7%[59 µM]	-10%	-14%&-2%
Fc1ccc2c(c1)nnn2C1CCN(Cc2c(Cl)cccc2Cl)CC1	-11%	25%	10%	10%	-1%	3%	-4%[59 µM]	6%	0%
Cc1cc(N(CCCl)CCCl)ccc1C=Cc1ccncn1	30%	117%[activator]	.	40%[activator]	-3%	0%	.	?	.
CCC(=O)Nc1ccc(C(=O)OCc2ccccc2Cl)cc1	7%	61%[activator]	3%	1%	-1%	-4%	24%[59 µM]	0%	-8%
O=C(CNC(=O)c1ccccc1Cl)Nc1ccc(Br)cc1C(=O)c1ccccc1	-31%	5%	-3%	12%	i	2%	-42%	6%	1%
